# Giardia killer = Small Molecules that selectively kill Giardia lamblia: qHTS; AID 540267, 2011; Giardia lamblia trophozoite viability; 340,000 tested, 0.15% active; activity change, % at 7.66 µM, hits read low; in the data active means activity change below about -80%; inconclusive means between about -30% and that limit;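 further: parasites exposed to compound for two days anaerobically before the ATP read; on the % scale 0 is the no-effect control and ±100 the full control effect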
#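 Each well holds 100 Giardia trophozoites and compound. After two days (48 hrs) at 37 deg C in anaerobic conditions, ATP is quantified by luminescence.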
# ELG1 genotoxic = qHTS screen for small molecules that induce genotoxicity in human embryonic kidney (HEK293T) cells expressing luciferase-tagged ELG1. Potency, µM (highest dose often 46 µM), for the others: top-dose activity change, positive = activation, actives largely listed as activators. HEK293T ELG1-luciferase reporter, luminescence, 16 h. AID 504466, 2011. 330,000 tested, 1.3% active; further: potency means the concentration at half of the fitted maximal effect; % of control where 0% means no effect; nearly all actives have a fitted effect of over 60% in size
#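 Screening used a luciferase reporter fused to human ELG1 in HEK293T cells. Luminescence was read on a CCD plate imager after 16 hr exposure and 30 min ONE-Glo incubation.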
# BRCA1 expr act = qHTS Assay to Identify Small Molecule Activators of BRCA1 Expression | MCF7-BRCA1-FFLuc reporter, luminescence, 48 h; response scale: scaled: vehicle 0%, 10 µM genistein 100% | Potency, µM (highest dose often 46.1 µM), without a hit: top-dose activation, actives largely listed as activators | AID 624202, 2012 | 380,000 tested, 1.1% active; further: potency means the concentration at half of the fitted maximal effect; nearly all actives have a fitted effect of over 80% in size; some results filed as inactive show a strong effect at the top dose
#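 First, MCF7-BRCA1-FFLuc cells (2000/well) attach for 2 h; next, compounds are pin-added and incubated 48 h at 37 °C; finally, luciferase reagent is added and luminescence read after 15 min.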
# p53 reactivator = qHTS assay for re-activators of p53 using a Luc reporter | H1299 p53-A138V BP100-luciferase reporter, luminescence, 24 h | Potency, µM (series often up to 92.2 µM), inactives show at the top dose activity change, positive = activation, most hits filed as activators | 320,000 tested, 0.063% active | AID 504706, 2011; further: potency means the concentration at half of the fitted maximal effect; % of control where 0% means no effect; nearly all actives have a fitted effect of over 45% in size
#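 p53-null H1299 cells stably carrying temperature-sensitive p53-A138V and a BP100-luciferase reporter were pinned with compounds (4-point, 1:5 series) and held 24 hrs at 37 deg C. Luminescence was read 10 min after detection reagent.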
# Starred values were filed as active, the others as inactive; ? = inconclusive; [ ] = another dose, or the depositor's remark. Unless noted, the call rests on the fitted dose curve; in most records, active means well fitted activation curve with a large enough effect; inconclusive means small, poorly fitted or top-dose-only effect; inactive means no such curve, though single readings can be large or run the other way. Some of the compounds tested. The share of hits here may be higher or lower than overall.
canonical_smiles | ELG1 genotoxic | BRCA1 expr act | p53 reactivator | Giardia killer
CC1CCCC(C)N1C(=O)COC(=O)/C=C/c1ccco1 (centres undefined) | 9% | 86% | ? | -7
Cc1noc(C)c1NC(=O)N(C)C[C@@H]1Oc2ccc(NC(=O)C3CCCCC3)cc2C(=O)N([C@@H](C)CO)C[C@H]1C | 3% | -6% | -1% | 1
COc1ccc(CNC(=O)COC(=O)c2ccc(Br)c(S(=O)(=O)N3CCOCC3)c2)cc1 | 1% | 2% | -3% | 17
COc1ccc(N2CCN(C(CNS(=O)(=O)c3ccc(C)cc3)c3ccccc3)CC2)cc1 (centres undefined) | -8% | -61% | 2% | 3
COc1ccc2c(C(=O)NCCCCO)c(-c3ccc(S(C)(=O)=O)cc3)sc2c1 | -4% | 3% | -2% | ?
C=CCn1c(SCC(=O)Nc2sc3c(c2C#N)CCC(C)C3)nc2cc(C(=O)O)ccc2c1=O (centres undefined) | 1% | -1% | 3% | 8
CN1CCC(N(C)C(=O)c2cc(S(=O)(=O)N(C)c3ccccc3)ccc2Cl)CC1 | 0% | -6% | -1% | 14
O=C(COC(=O)CCNS(=O)(=O)c1ccccc1)NC1CC1 | 2% | 3% | 5% | -6
O=C1CSc2ccc(C(=O)NCc3ccccn3)cc2N1 | 6% | 1% | 1% | 6
COc1ccc(CC(=O)Nc2cc(S(=O)(=O)Nc3ccc(OC)cc3)ccc2OC)cc1 | -6% | -1% | -8% | 18
C=CC[C@@H](CC(=O)N(CCO)Cc1ccccc1)C(=O)N[C@H](COC(=O)[C@@H](CC=C)CC(=O)OC(C)(C)C)C(C)(C)C | -2% | -20% | 4% | 21
Cc1cc(S(=O)(=O)NC[C@H]2O[C@@H](n3cnc4c(N)ncnc43)[C@H](O)[C@@H]2O)c(C)s1 | 1% | -1% | -7% | ?
CN(C(=O)CSc1n[nH]c(N)n1)C1CCCCC1 | -3% | -3% | 6% | -3
O=C(Cn1nc(C(=O)O)c2ccccc2c1=O)Nc1cccc(S(=O)(=O)N2CCCCCC2)c1 | 1% | -23% | -7% | 1
CC(NC(=O)c1cccc(S(=O)(=O)N(C)c2ccccc2)c1)c1cccnc1 (centres undefined) | -5% | -21% | 0% | -7
COc1ccc(NC(=O)N(C)C[C@H]2Oc3c(NS(=O)(=O)c4ccc(F)cc4)cccc3C(=O)N([C@H](C)CO)C[C@@H]2C)cc1 | 3% | -18% | -7% | -24
COc1ccc(C(CNS(=O)(=O)c2ccc(NC(C)=O)c(OC)c2)N2CCCC2)cc1 (centres undefined) | -1% | 2% | -2% | 12
COc1ccc(S(=O)(=O)Nc2ccc3c(c2)C(=O)N([C@H](C)CO)C[C@H](C)[C@@H](CN(C)C(=O)Nc2c(C)noc2C)O3)cc1 | 2% | 0% | -1% | -20
CC(C)NC(=O)N(C)C[C@H]1Oc2c(cccc2N(C)C)C(=O)N([C@H](C)CO)C[C@@H]1C | 2% | 0% | -4% | 4
O=C(COC(=O)CCC(=O)c1cccs1)NCCc1ccccc1 | 0% | -11% | -2% | -19
C[C@H](CO)N1C[C@H](C)[C@@H](CN(C)S(=O)(=O)c2cccs2)Oc2ccc(NC(=O)Cn3cnnn3)cc2C1=O | 7% | 0% | -2% | -1
C[C@@H]1CN([C@H](C)CO)C(=O)Cc2cc(NC(=O)CCC(F)(F)F)ccc2O[C@@H]1CN(C)C(=O)NC1CCCCC1 | -1% | -13% | 0% | 0
O=C(CSc1ncn[nH]1)Nc1ccc(Br)cc1Br | 2% | 28% | 3% | 12
CC(C)(C)OC(=O)C[C@@H]1C/C=C\C[C@@H](CC(=O)N[C@@H](CO)Cc2ccccc2)C(=O)N2CCC[C@@H]2COC1=O | -2% | 2% | 2% | 2
c1ccc(-c2sc3ccccc3c2-c2ccc(OCCN3CCOCC3)cc2)cc1 | 0% | -4% | -3% | -4
COc1cc2c(cc1OC)[C@@H](NC(=O)C(C)C)[C@H](OCc1ccccc1)C2 | -1% | -11% | 4% | -12
CN(C(=O)c1cccc(NC(=O)Cc2cccc([N+](=O)[O-])c2)c1)C1CC1 | 0% | 3% | -3% | 6
C=CC[C@@H](CC(=O)N(CCO)Cc1ccccc1)C(=O)NC[C@@H](OC(=O)[C@@H](CC=C)Cc1ccc(F)cc1)c1ccccc1 | -10% | -57% | 2% | 2
CCCCNc1c(-c2ccc(-c3ccc(C(C)=O)cc3)c(OC)c2)nc2cc(C)ccn12 | -10% | -36% | 2% | -5
C[C@@H](OC(=O)c1[nH]cnc1C(=O)NCc1ccc(CNC(=O)OC(C)(C)C)cc1)c1ccccc1 | -13% | -74% | 3% | 20
CCOc1ccc(S(=O)(=O)N2CCN(C(=O)C3CC3C)CC2)cc1 (centres undefined) | 1% | -3% | -2% | 6
CC(=NNC(=O)c1ccc2nc[nH]c2c1)c1ccc(Br)cc1 | 2% | 43% | 6% | -4
CC1(C)O[C@@H]2[C@H](O1)[C@@H](COS(=O)(=O)O)O[C@H]2n1cc(Br)c(=O)[nH]c1=O | -3% | 30% | 4% | -18
CC(C)[C@H](NC(=O)c1ccccc1Cl)C(=O)OCC(=O)Nc1ccc(S(=O)(=O)N2CCOCC2)cc1 | 3% | -9% | 1% | 0
COc1ccccc1CCC(=O)NNC(=O)c1cccs1 | 6% | 2% | 8% | -16
COCc1c(C(=O)OCC(=O)NCc2ccco2)oc2ccccc12 | 0% | -7% | 0% | -6
C[C@@H]1CN([C@H](C)CO)C(=O)c2cc(NC(=O)Nc3ccc4c(c3)OCO4)ccc2O[C@H]1CN(C)Cc1ccncc1 | 1% | 14% | 5% | ?
COc1cc2c(cc1OC)[C@@H](NC(=O)Cc1ccc(F)cc1)[C@H](OCc1ccccc1)C2 | -1% | -7% | 9% | -3
CCCCN(C(=O)C1=NN(c2ccccc2)C(=O)CC1)c1c(N)n(CCC)c(=O)[nH]c1=O | -2% | -2% | 2% | -19
N#CCCN(C(=O)CN1c2cccc3cccc(c23)S1(=O)=O)c1ccccc1 | 2% | 10% | -4% | -9
COc1ccc(-c2cccc(CCC(=O)N3CCN(c4cc(C)ccc4C)CC3)c2)cc1 | -1% | -29% | 20% | 0
COc1ccc2c(CC(=O)NNC(=O)c3ccc(C)cc3)coc2c1 | 3% | -26% | 8% | 7
O=[N+]([O-])c1ccc(Cl)c(S(=O)(=O)NCCc2ccccn2)c1 | 2% | -29% | 7% | -7
COc1ccc(Br)c(C(=O)OCC(=O)N2CCc3ccccc32)c1 | 1% | 32% | 8% | 4
CN(CC(=O)Nc1ccc2c(c1)OCO2)CC(=O)Nc1ccc(F)c(F)c1F | 0% | 17% | -2% | -6
C[C@H](NC(=O)c1ccco1)C(=O)NNC(=O)c1ccc(F)cc1 | 0% | -22% | -3% | -3
COc1ccc(-c2noc(CCC(=O)N3CCN(c4cccc(Cl)c4)CC3)n2)cc1 | -4% | 1% | -7% | 2
Cc1ccc(C2(C)NC(=O)N(CC(=O)N3CCc4ccccc43)C2=O)cc1 (centres undefined) | -2% | -6% | -4% | 2
Cc1ccc(C(=O)NNC(=O)c2ccc(S(=O)(=O)N3CCCCC3)cc2)cc1 | -1% | -22% | -2% | -2
CCN1CCN(c2ccc(S(=O)(=O)N3CCOCC3)cc2NC(=O)c2cccc([N+](=O)[O-])c2)CC1 | -4% | -31% | 1% | -17
COc1cccc(-c2csc3ncnc(Sc4nnnn4C)c23)c1 | -6% | -80% | 1% | 9
CC(OC(=O)c1cc2ccccc2[nH]1)C(=O)N(C)c1ccccc1 (centres undefined) | -8% | -21% | -3% | -15
COc1ccc2sc(-c3ccc(S(C)(=O)=O)cc3)c(-c3ccc(C(N)=O)cc3)c2c1 | ? | 2% | -3% | 0
N#Cc1ccccc1OCC(=O)Nc1ccc(S(=O)(=O)N2CCOCC2)cc1 | -1% | -17% | -7% | 7
O=C1[C@@H](Oc2ccccc2)[C@@H](c2ccncc2)N1c1ccncc1 | ? | -12% | 13% | -20
COc1ccc(C=NNC(=O)c2ccccc2OCc2ccc(F)cc2)c(OC)c1 | 1% | -37% | 18% | 7
CN(c1ccccc1)S(=O)(=O)c1cccc(C(=O)NC2CCCC2)c1 | -6% | -17% | -2% | -14
CC(=O)Nc1ccc(SCC(=O)N(C)CC(=O)Nc2ccccc2Cl)cc1 | 1% | -6% | -2% | 49[activator]
CC(C)[C@H](NC(=O)c1ccc(C(C)(C)C)cc1)C(=O)N1CCN(Cc2ccc3c(c2)OCO3)CC1 | -2% | -81% | 3% | -13
CC(C)[C@H](NC(=O)c1ccccc1Cl)C(=O)OCC(=O)NC(=O)NCc1ccco1 | 2% | -3% | 1% | 4

# Following part
canonical_smiles | ELG1 genotoxic | BRCA1 expr act | p53 reactivator | Giardia killer
COc1ccc2c(c1)oc1c(SCc3nc4ccccc4[nH]3)nc(C)nc12 | -2% | -4% | 22% | -16
O=C(COC(=O)CNC(=O)c1ccc(F)cc1)NC1CCCc2ccccc21 (centres undefined) | 1% | -1% | 6% | -12
C[C@H](CO)N1C[C@H](C)[C@@H](CN(C)CC2CC2)Oc2c(NS(=O)(=O)c3ccccc3)cccc2C1=O | 4% | -3% | 1% | ?
Cc1cc(Br)ccc1NC(=O)CNC(=O)CSc1nccn1C | -1% | -4% | 5% | 15
CCOC(=O)c1ccccc1NC(=O)Cc1ccc(OC)c(S(=O)(=O)N2CCOCC2)c1 | -1% | -19% | -6% | 9
CC(C)C(NC(=O)c1ccccc1NC(=O)C(C)(C)C)C(=O)N1CCOCC1 (centres undefined) | -1% | -12% | -3% | -8
CC(CNC(=O)Cn1cnc2c(OCc3ccccc3)ncnc21)c1ccccc1 (centres undefined) | 1% | 4% | -3% | 3
O=c1oc2ccccc2c2c1ccc1ccccc12 | 5% | -12% | -6% | 8
Cc1cccc(NC(=O)C(C)Sc2nc3nc(C)cc(C)n3n2)c1 (centres undefined) | 5% | -5% | -7% | 7
COc1cc(NC(=O)CCc2c(C)noc2C)c(Cl)cc1C(=O)O | 0% | 2% | -1% | -2
O=C(Nc1cccc(S(=O)(=O)N2CCOCC2)c1)C12CC3CC(CC(C3)C1)C2 | -5% | -9% | -1% | 3
Nc1ccc(C(=O)N/N=C/c2ccc(N3CCOCC3)s2)cc1 | -1% | 1% | 10% | -22
CC(=NNC(=O)c1cccc(S(=O)(=O)N2CCCC2)c1)c1ccccc1 | 7% | 31% | 16% | -3
CCC1(c2ccccc2)NC(=O)N(CC(=O)N(c2ccccc2)C2CCS(=O)(=O)C2)C1=O (centres undefined) | -1% | -14% | 2% | 10
C[C@@H](NC(=O)Cn1cnc2c(NCc3ccccc3)ncnc21)c1cccc2ccccc12 | 1% | 1% | 1% | -1
COc1ccc2c(c1)OC[C@H]1[C@H]2N2C(=O)c3cc(F)ccc3NC(=O)[C@@]2(C)[C@H]1c1ccccc1 | -1% | -55% | -3% | -23
COc1ccc(NC(=O)N(C)C[C@H]2Oc3c(NS(=O)(=O)c4cccs4)cccc3C(=O)N([C@@H](C)CO)C[C@@H]2C)cc1 | 0% | 5% | 10% | ?
CN1CCC[C@@H]1CCNC(=O)c1cccc2c1C(=O)c1ccc(N3CCCC3)cc1S2(=O)=O | 2% | 0% | -5% | -5
O=C(CCCNC(=O)c1ccc(Cl)cc1)Nc1nccs1 | 2% | -27% | -6% | 0
CC(C)NC(=O)N(C)C[C@H]1Oc2c(NC(=O)Nc3ccc4c(c3)OCO4)cccc2C(=O)N([C@H](C)CO)C[C@@H]1C | -3% | -3% | 12% | ?

# Only Giardia killer (two entries from above):
mol | Giardia killer
O=C(COC(=O)CNC(=O)c1ccc(F)cc1)NC1CCCc2ccccc21 (centres undefined) | -12
C[C@H](CO)N1C[C@H](C)[C@@H](CN(C)CC2CC2)Oc2c(NS(=O)(=O)c3ccccc3)cccc2C1=O | ?

# Entries of single compounds, looked up by structure. Screens in order: ELG1 genotoxic | BRCA1 expr act | p53 reactivator | Giardia killer
# COc1cc(NC(=O)CCc2c(C)noc2C)c(Cl)cc1C(=O)O in the list: 0% | 2% | -1% | -2
# C[C@H](CO)N1C[C@H](C)[C@@H](CN(C)CC2CC2)Oc2c(NS(=O)(=O)c3ccccc3)cccc2C1=O in the list: 4% | -3% | 1% | ?
# O=c1oc2ccccc2c2c1ccc1ccccc12 in the list: 5% | -12% | -6% | 8

# High-throughput results from PubChem BioAssay.
